# Assay outcomes deposited in PubChem by Sanford-Burnham Center for Chemical Genomics.
# APOBEC3A inh = APOBEC3A ssDNA deaminase inhibitors, primary screen, selectivity assay for APOBEC3G inhibitor project, biochemical, FAM/TAMRA oligo cleavage fluorescence. inhibition, % at 20 µM. 330,000 tested, 0.41% active. recombinant A3A, FAM/TAMRA ssDNA deamination fluorescence. DNA dC->dU-editing enzyme APOBEC-3A (Homo sapiens), P31941;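 active = at least 40% inhibition at 20 µM here, with at most 30% in a related deaminase screen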;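 note: plate controls were A3A with DMSO for no effect and wells lacking A3A enzyme for full effect; some results filed as inactive read as strong as hits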
# Target sequence (P31941 whole entry, looked up): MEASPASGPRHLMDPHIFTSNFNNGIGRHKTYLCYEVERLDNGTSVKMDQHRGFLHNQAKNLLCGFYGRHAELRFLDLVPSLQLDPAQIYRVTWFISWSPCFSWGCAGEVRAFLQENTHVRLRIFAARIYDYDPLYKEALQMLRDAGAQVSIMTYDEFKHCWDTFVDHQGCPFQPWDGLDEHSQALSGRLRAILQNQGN
# hIAP inh = human IAP inhibitors, primary screen, biochemical, luminescence, uHTS | 330,000 tested, 0.12% active | purified IAP, CDP-Star luminescence, 30 min | Intestinal-type alkaline phosphatase (Homo sapiens), P09923 | inhibition, % at 10 µM;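 active = inhibition reaching a set limit with compound at 10 µM in the primary screen, cut at about 35% in these data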;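 note: plate controls were DMSO wells with enzyme for no effect and no-enzyme buffer wells for full effect; values of inactives mirror those of a sister screen read the other way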
# hIAP act = human IAP activators, primary screen, biochemical, luminescence, uHTS; Intestinal-type alkaline phosphatase (Homo sapiens), P09923; purified human IAP, CDP-Star luminescence, 30 min; hits give high values; 1 = vehicle-only enzyme, 0 = enzyme-free background; activation factor at 10 µM; 330,000 tested, 0.16% active;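 active = activation factor of the enzyme at least 2-fold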; note: the source names both 10 and 20 µM as test concentration; values of inactives mirror those of a sister screen read the other way
# mIAP activ = activators of mouse IAP, primary screen, biochemical, luminescence, uHTS | intestinal alkaline phosphatase [Mus musculus] | muIAP, CDP-Star luminescence, 30 min; hits give high values; 1 = vehicle-only enzyme signal, 0 = enzyme-free wells | activation factor at 10 µM | 330,000 tested, 0.24% active;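 active = activation factor of at least 2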; note: the source names both 10 and 20 µM as test concentration; values of inactives mirror those of a sister screen read the other way
#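 Assay system: mouse IAP enzyme; reagent: chemiluminescent substrate CDP-Star; dosing: test compounds delivered from DMSO solution; schedule: 30 min at room temperature; measured by: luminescence from enzymatic CDP-Star hydrolysis; controls: DMSO-only wells and no-enzyme negative control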
# mIAP inh = inhibitors of mouse IAP, primary screen, biochemical, luminescence, uHTS; purified mouse IAP, CDP-Star luminescence, 30 min; 330,000 tested, 0.2% active; inhibition, % at 10 µM; AID 2806, 2010;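 active = inhibition of at least 40% at 10 µM in the primary screen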;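 note: plate controls were DMSO with enzyme for no effect and no enzyme wells for full effect; values of inactives mirror those of a sister screen read the other way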
# ATG4B inh = ATG4B protease inhibitors, primary screen, biochemical, fluorescence, uHTS; ATG4B cleavage of LC3-PLA2, NBD-HPC fluorescence, 1 h; inhibition, % at 8.33 µM; 340,000 tested, 0.51% active; in the data active = inhibition above about 40%
# Target sequence (Q9Y4P1 whole entry, looked up): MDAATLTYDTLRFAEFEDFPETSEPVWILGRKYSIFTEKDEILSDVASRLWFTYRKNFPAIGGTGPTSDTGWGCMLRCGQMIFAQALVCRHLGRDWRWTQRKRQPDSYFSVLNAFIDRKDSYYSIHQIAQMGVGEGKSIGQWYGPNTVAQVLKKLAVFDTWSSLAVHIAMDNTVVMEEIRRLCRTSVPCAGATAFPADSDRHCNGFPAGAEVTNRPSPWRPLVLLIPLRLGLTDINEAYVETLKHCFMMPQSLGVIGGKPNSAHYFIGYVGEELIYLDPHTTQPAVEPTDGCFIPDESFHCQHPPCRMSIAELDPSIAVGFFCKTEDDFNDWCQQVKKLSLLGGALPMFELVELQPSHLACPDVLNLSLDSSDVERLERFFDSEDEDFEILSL
# PfG6PD inh = PfG6PD enzyme inhibitors, primary screen, biochemical, fluorescence intensity, uHTS. glucose-6-phosphate dehydrogenase-6-phosphogluconolactonase (Plasmodium falciparum 3D7). PfGluPho enzyme, NADPH resazurin-diaphorase fluorescence. inhibition, % at 20 µM. 350,000 tested, 0.78% active;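 active = inhibition reaching at least a set limit at 20 µM in the primary screen, cut at about 59% in these data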;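 note: 0% = DMSO wells with substrate and 100% = DMSO wells lacking glucose-6-phosphate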
# HKDC1 inhibitor = HKDC1 hexokinase inhibitors, primary screen, biochemical, fluorescence, uHTS; Q2TB90; recombinant HKDC1, G6PDH/diaphorase resazurin coupled fluorescence; inhibition, % at 20 µM; 340,000 tested, 0.16% active; AID 493160, 2011;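 active = inhibition above about 35% when tested at 20 µM, limit read from the data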;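 note: plate controls were DMSO wells with enzyme for no effect and DMSO wells lacking enzyme for full effect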
#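 Test system: recombinant HKDC1 (HK5) hexokinase enzyme, produced in-house / Doses: 20 µM test compound, 1% DMSO / Timing: 90 min, room temperature / Detection: G6PDH/diaphorase-coupled fluorescence, 1 mM NADP, 100 µM resazurin, 525/613 nm / Control set: DMSO wells with and without enzyme mix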
# The depositor's hits bear a star; . = not tested or not shown.
SMILES,APOBEC3A inh,hIAP inh,hIAP act,mIAP activ,mIAP inh,ATG4B inh,PfG6PD inh,HKDC1 inhibitor
O=C(O)CSC1CC(=O)N(c2ccc(Cl)cc2)C1=O (stereo not given),1,-6,1.1,0.93,7,-2,-19,-2
Cc1ccc(C(C)NC(=O)C2CCCC2)cc1C (stereo not given),3,-32,1.3,1.1,-14,-5,-1,5
CCc1c(-c2ccccc2)nc2sc3c(c2c1N)CCCC3,-3,1,0.99,1.2,-17,36,20,10
Cc1ccc2nc3c(cc(C(=O)NCc4ccco4)c(=N)n3C3CCCC3)c(=O)n2c1,3,15,0.85,0.88,12,.,.,.
COCC(=O)N(Cc1cc2ccc(C)cc2[nH]c1=O)c1ccc(OC)cc1,0,15,0.85,0.92,8,-5,9,15
O=C(Cc1cccs1)N1CCC(c2nc3c(nnn3Cc3ccccc3)c(=O)[nH]2)CC1,2,17,0.83,1,-1,-7,6,-8
COc1ccc(-c2n[nH]c(C(F)(F)F)c2-c2cc3ccccc3o2)c(O)c1,-1,0,1,1.1,-6,58*,-5,0
COc1cccc(CNC(=O)CCC2CCCN(C(=O)c3cc(C)[nH]n3)C2)c1 (stereo not given),-3,-7,1.1,0.96,4,20,-7,-9
CC(=O)OC(C[N+]1(C)CCCCCC1)c1ccccc1 (stereo not given),79*,6,0.94,0.96,4,-9,-2,-1
Cc1nc(SCCOc2ccccc2)[nH]c(=O)c1Cc1ccccc1,0,0,1,1,0,-2,-5,-7
NC1=NN=C(N2N=C(c3ccccc3)CC2(O)C(F)(F)F)n2ncnc2C1 (stereo not given),-1,-10,1.1,0.72,28,8,-42,-1
CC1SC2(NC1=O)C1CC3CC(C1)CC2C3 (stereo not given),-5,5,0.95,0.99,1,2,-20,-3
CSC1=C(C#N)C(c2ccc(C(C)C)cc2)CC(=O)N1 (stereo not given),1,12,0.88,1,-2,-10,5,-1
COc1ccc(N2CCN(CC(=O)Nc3nnc(-c4ccccc4)s3)CC2)cc1,1,-17,1.2,0.98,2,-7,-4,-14
COc1ccc(CNC(=O)C2CC(=O)N(C3CCCCC3)C2)cc1 (stereo not given),0,8,0.92,1.1,-8,-2,5,-8

# Part of the list above in order of number of heavy atoms, falling:
SMILES,APOBEC3A inh,hIAP inh,hIAP act,mIAP activ,mIAP inh,ATG4B inh,PfG6PD inh,HKDC1 inhibitor
COc1ccc(N2CCN(CC(=O)Nc3nnc(-c4ccccc4)s3)CC2)cc1,1,-17,1.2,0.98,2,-7,-4,-14
COCC(=O)N(Cc1cc2ccc(C)cc2[nH]c1=O)c1ccc(OC)cc1,0,15,0.85,0.92,8,-5,9,15
Cc1nc(SCCOc2ccccc2)[nH]c(=O)c1Cc1ccccc1,0,0,1,1,0,-2,-5,-7
CSC1=C(C#N)C(c2ccc(C(C)C)cc2)CC(=O)N1 (stereo not given),1,12,0.88,1,-2,-10,5,-1

# (cont.)
SMILES,APOBEC3A inh,hIAP inh,hIAP act,mIAP activ,mIAP inh,ATG4B inh,PfG6PD inh,HKDC1 inhibitor
Cc1cccc(NC(=O)C2CCCN(S(=O)(=O)c3cccc4nsnc34)C2)n1 (stereo not given),-1,-12,1.1,1,-1,-9,12,4
Cc1cccc(C(=O)NCC(c2cccs2)N2CCOCC2)c1 (stereo not given),32,-13,1.1,1,-4,2,-5,-4
CC(C)C(C(=O)C=[N+]=[N-])N1C(=O)c2ccccc2C1=O (stereo not given),1,-5,1,0.93,7,-4,-1,0
CSC1=N/C(=C\c2ccc(Br)o2)C(=O)S1,85,-1,1,0.6,40,13,3,5
CCCNC(=O)NC(=O)COC(=O)c1oc2ccc(OCC)cc2c1C,3,13,0.87,0.99,1,3,-8,-5
O=C(O)c1ccccc1/C=N/NC(=O)C1CCCC1,-1,-12,1.1,0.94,6,5,2,-2
O=C1CCCN1CCCNS(=O)(=O)c1cccc(F)c1,0,6,0.94,1.1,-5,-1,-9,-5
COc1ccc(/C=C/C(=O)NCC(=O)N/N=C/c2cccnc2)cc1,-5,6,0.94,1,-1,-7,-2,-10
Cc1ccc(S(=O)(=O)N(C)c2ccc(NS(C)(=O)=O)cc2)cc1,1,22,0.78,0.95,5,-2,7,-1
CC(C)(C)N(Cc1ccccc1)C(=O)c1ccc2c(c1)OCCO2,1,-11,1.1,0.98,2,-9,-36,1
O=C(OCC#CCSc1nnc(-c2cccc3ccccc23)o1)c1ccc(Br)cc1,-1,10,0.9,0.84,16,-9,6,1
Cc1cc(Cl)ccc1NC(=O)CCC(=O)O,7,10,0.9,1,-2,-15,6,-9
Cc1cccc(C(=O)NC2CC3CCC(C2)N3C)c1 (stereo not given),0,-8,1.1,1.1,-7,1,2,-3
CCCCNc1c(C(=O)OCC)c(=O)[nH]c2ccccc12,-1,-15,1.1,1.1,-6,6,9,-3
Cc1ccc(NC(=O)CN(C)S(=O)(=O)c2cccs2)c(Br)c1,3,14,0.86,0.96,4,5,-15,-1
CS(=O)(=O)N1CCCC(C(=O)NCc2ccco2)C1 (stereo not given),-6,-7,1.1,1,0,3,-17,-8
COc1cc(CCCN2C(=S)NC[C@@H]2c2ccccc2)cc(OC)c1OC,-3,6,0.94,1.1,-10,-1,-5,-5
COc1ccccc1NC(=O)c1sc(NC(=O)c2ccco2)c(C#N)c1C,-1,7,0.93,1,0,-6,-15,-3
CCC1(c2ccc(F)cc2)NC(=O)N(CC(=O)NC2CC2)C1=O (stereo not given),1,2,0.98,1,-2,-8,-2,5
COc1ccccc1NC(=O)c1ccc(Cl)c(S(=O)(=O)N2CCCCC2)c1,6,2,0.98,0.98,2,-4,-3,3
S=C(NCCCN1CCOCC1)Nc1ccc(Cl)cc1Cl,2,2,0.98,1.2,-20,22,5,-1
CC1CCCCN1C(=O)C1CCCN(S(=O)(=O)c2cccc3nsnc23)C1 (stereo not given),-1,32,0.68,1,-1,8,-14,-6
CN(C)C(=O)Cn1c(SCC(=O)Nc2ccc3c(c2)OCO3)nc2ccccc21,-4,1,0.99,0.97,3,-4,0,-6
CC1CCN(S(=O)(=O)c2ccc(C(=O)Nc3nnc(-c4ccncc4)o3)cc2)CC1,-2,14,0.85,0.95,5,-15,-22,-9
Cc1nn(CC2CC2)c(=O)n1-c1ccc(C(C)C)cc1,-1,-1,1,1.1,-12,-7,-6,-6
Cc1ccc(C(=O)COC(=O)c2cc(Cl)nc3ccccc23)cc1,-3,26,0.74,0.98,2,32,-3,0
COc1cc(OC)cc(-n2nnnc2SCC(=O)Nc2ccc(C(C)=O)cc2)c1,-1,0,0.99,0.96,4,10,-6,-1
CC1(C)CC(NC(=O)Nc2ccc([N+](=O)[O-])cc2)CC(C)(C)N1,-1,17,0.83,1,0,-2,-7,-3
COc1ccc(CCN2C(=O)C3C4CCC(C4=C(C)C)C3C2=O)cc1OC (stereo not given),2,-4,1,0.93,7,0,-1,-9
CC(C)(C)c1ccc(OCCC(=O)Nc2ccc(N3CCOCC3)cc2N2CCOCC2)cc1,0,-5,1.1,0.94,6,-16,26,8
COc1ccccc1CNC(=O)Cn1cccc1C(=O)c1ccccc1,-2,-12,1.1,0.97,3,8,12,-7
Cc1ccc2c(c1)sc(=NC(=O)c1cccs1)n2C,1,5,0.95,1,0,2,3,-1
CN1CCc2c(sc3c2C(=O)NC(c2ccc4c(c2)OCO4)N3)C1 (stereo not given),-1,6,0.94,0.93,8,-15,15,-6
CCOC(=O)c1ccc(S(=O)(=O)N2CCN(CCC#N)CC2)cc1,2,15,0.85,0.92,8,-6,-4,-8
C=CCn1cc(-c2ccc(Cl)cc2)cc(C#N)c1=O,-3,11,0.89,0.93,7,-4,-2,-2
CCOC(=O)C1(CCc2ccccc2)CCN(Cc2ccc(C(=O)OC)cc2)CC1,-6,-11,1.1,1,0,-9,18,-1
O=C(O)C[C@H]1c2ccccc2S(=O)(=O)N1C1CCCCC1,-4,6,0.94,0.89,11,2,-1,-1
O=C1Cc2cc(S(=O)(=O)N3CCCCC3)ccc2N1,-1,13,0.87,0.88,12,-17,1,1
C=C(C)c1ccc(C(C)(C)NC(=O)N2CCN(C)CC2)cc1,1,10,0.9,1,-1,4,-13,-8
COC(=O)CCC(=O)OC1(C)C(=O)C=C2C=C(C3CC3)N(Cc3ccco3)C=C2C1=O (stereo not given),6,5,0.95,0.93,7,-9,40,14
CCc1ccc(C2C(C(=O)O)c3ccccc3C(=O)N2C)cc1 (stereo not given),-4,-11,1.1,0.97,3,-5,-8,-7
COc1ccc(CNS(=O)(=O)c2cn(C)c(=O)n(C)c2=O)cc1,-5,12,0.88,1,-2,7,-6,-3
COCCOC(=O)c1c(NC(=O)CNc2ccc(C)c(F)c2)sc(C(N)=O)c1C,1,2,0.98,1.1,-5,-5,-4,-7
OCCSc1nc(-c2ccccc2)nc2c1CCC2,2,-12,1.1,0.89,11,-1,-5,-5
O=C(NCCc1c[nH]c2ccccc12)c1cnccn1,1,6,0.94,1,-3,-11,6,-5
Nn1c(SCc2cn3ccsc3n2)nnc1-c1ccncc1,-1,6,0.94,1,-5,-5,-13,-5
CN(C)c1ccc(C(=S)NCc2ccco2)cc1,-1,18,0.82,0.86,14,2,63*,-4
CCC(C)[C@H](NC(=O)N1CCn2c1nc1ccccc12)C(=O)NCCc1ccccc1 (stereo not given in full),-3,11,0.89,1,-4,-1,9,3

# Compound profiles, as listed above. Order of values: APOBEC3A inh	hIAP inh	hIAP act	mIAP activ	mIAP inh	ATG4B inh	PfG6PD inh	HKDC1 inhibitor
# O=C(NCCc1c[nH]c2ccccc12)c1cnccn1 in the list: 1	6	0.94	1	-3	-11	6	-5
# O=C(O)C[C@H]1c2ccccc2S(=O)(=O)N1C1CCCCC1 in the list: -4	6	0.94	0.89	11	2	-1	-1
# CCOC(=O)c1ccc(S(=O)(=O)N2CCN(CCC#N)CC2)cc1 in the list: 2	15	0.85	0.92	8	-6	-4	-8

# An unsorted share of the library. About 2.4% of those tested had a hit in this group.
